West Nile antiviral = inhibition of WNV-induced cytopathic effect – cell-based, CPE readout (AID 1621); 0.02% of 290,000 active; West Nile virus-infected cells, CPE inhibition; higher % means a stronger effect; CPE inhibition, % at 10 µM; hits with a dose series show IC50 in µM; in the data active means a potency from the dose series; further: strong numbers were not always called active
K1F lysis inhibition = inhibition of K1F phage lysis, E. coli UTI89, bacterial capsule biogenesis inhibitors, alamar blue (AID 488966) | E. coli UTI89 K1F phage lysis, alamar blue, 2 h; higher % means a stronger effect | inhibition, % at 100 µM; hits with a dose series show IC50 in µM | 0.02% of 340,000 active;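 active means phage lysis inhibition, versus mean bacterial control, above a set limit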;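 further: capsule biogenesis inhibitors block K1F phage lysis so surviving cells raise fluorescence; higher fluorescence means more inhibition of phage lysis; actives were called in the ten point dose series up to 300 µM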
PMI inhibitors = MPI enzyme activity inhibition – biochemical, fluorescence intensity, coupled assay, primary screen (AID 1209) | inhibition, % at 20 µM; hits with a dose series show IC50 in µM | 0.42% of 190,000 active | purified PMI enzyme, coupled fluorescence intensity; higher % means a stronger effect;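 further: plate controls were DMSO vehicle for no effect and wells lacking substrate for full effect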
M1AAP inhibition = malaria alanyl aminopeptidase activity blockers – biochemical, fluorogenic H-Leu-NHMec substrate, 1536-well (AID 1445). recombinant M1AAP, H-Leu-NHMec fluorogenic kinetic assay; higher % means a stronger effect. one-dose inhibition, % at 30 µM; IC50 in µM for titrated hits. 0.42% of 220,000 active;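 active means primary inhibition above the hit cutoff, then over 50% inhibition at one or more dose response concentrations, cut at about 23% in these data, passing the limit was not always enough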;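 further: plate controls were DMSO full reaction for no effect and no enzyme background for full effect; strong numbers were not always called active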
T cell modulator = modulates CD8 T cell binding to vesicles | 2C CD8+ T cell-vesicle binding, flow cytometry; hits give low values | calls only at 7 µM | 0.068% of 330,000 active;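 active means response, share of CD8 T cells binding vesicles, and their 90th percentile fluorescence all below set limits, cut at about 80% in these data, passing the limit was not always enough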
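Material: 2C TCR transgenic mouse naive CD8+ T cells, MACS-purified. Also added: QL9-charged Drosophila Ld/ICAM-1/B7-1 vesicles. Timing: binding 1.5 h at 37 °C. Measured by: high-throughput flow cytometry with anti-B7-1 and anti-CD8 staining. Read-out: percent CD8+ FL2 mean versus row control. Controls: Unloaded micro-vesicles (low), QL9 vesicles with 0.7% DMSO (high).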
human PMI inhibitors = human PMI inhibitors, high substrate, primary screen, biochemical, fluorescence intensity, high mannose 6-phosphate (AID 1220); recombinant PMI enzyme, coupled fluorescence intensity; higher % means a stronger effect; inhibition, % at 20 µM; hits with a dose series show IC50 in µM; 0.66% of 190,000 active
RSV antiviral HEp-2 = RSV antiviral activity via CPE protection, HEp-2 cells, primary 10 µM value included (AID 2391). HEp-2 cells, RSV-induced CPE inhibition; higher % means a stronger effect. one-dose CPE inhibition, % at 10 µM; IC50 in µM for titrated hits. 0.13% of 310,000 active; in the data active means a potency from the dose series; further: strong numbers were not always called active
TNAP activators = stimulation of alkaline phosphatase TNAP activity – biochemical, luminescent, no phosphate acceptor, uHTS, primary screen (AID 1001); activation fold at 20 µM; hits with a dose series show EC50 in µM; purified TNAP, luminescent activation assay, no phosphate acceptor; higher activation fold means a stronger effect; 0.03% of 200,000 active; in the data active means activation fold from about 3, or a potency from the dose series; inactive means the rest, 99 in 100 with activation fold below about 1.6; further: many of its hits are not listed in these tables
M17LAP inhibition = P. falciparum M17LAP inhibitors, primary screen, biochemical, fluorogenic H-Leu-NHMec substrate, 1536-well (AID 1619); recombinant M17LAP, H-Leu-NHMec fluorogenic kinetic assay; higher % means a stronger effect; inhibition, % at 30 µM; hits with a dose series show IC50 in µM; 0.38% of 220,000 active;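 active means compound inhibiting the enzyme by more than half at any dose during confirmatory dose-response retesting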;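 further: plate controls were full reaction with DMSO carrier for no effect and no enzyme background for full effect; strong numbers were not always called active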
T cell modulator vesicle-bound % = also measured in T cell modulator; calls as there; double positive events, %; measured here: CD8+ vesicle-bound cell fraction;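 binding gate set so that unloaded-vesicle control wells show 10% double positive cells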
Numbers without * were called inactive; i = inactive; x = not tested or not shown; [ ] = dose if it differs, or a comment. Unless noted, no stated cut-off is given here; in the data, active means inhibition above about 50%; inactive means the rest.

SMILES	West Nile antiviral	K1F lysis inhibition	PMI inhibitors	M1AAP inhibition	T cell modulator	T cell modulator vesicle-bound %	human PMI inhibitors	RSV antiviral HEp-2	TNAP activators	M17LAP inhibition
Cc1noc(NS(=O)(=O)c2ccc(NC(=O)CC34CC5CC(CC(Br)(C5)C3)C4)cc2)c1C	0.1%	0.2%	-2.6%	15.5%	i	10.0	-5.9%	0.7%	1.1	-22.2%
Cc1cc(=O)[nH]c2c1c(=O)[nH]n2C1CC(C)N(C)CC1C (stereo not drawn)	-0.2%	1.0%	-0.8%	-0.5%	i	68.0	6.3%	1.8%	1.1	5.1%
CCN1C(=S)N[C@@H](c2cccs2)C(C(=O)OC)=C1C	-1.3%	1.4%	x	x	i	21.0	x	4.5%	x	x
CS(=O)(=O)c1[nH]nc(-c2ccccc2Cl)c1C#N	0.7%	x	x	0.3%	i	38.7	x	x	x	1.4%
CCOC(=O)c1c(NC(C)=O)sc2c1C1CCN2CC1	0.5%	-0.7%	x	x	i	40.5	x	0.0%	x	x
COCCCn1c(=N)c(C(=O)NCC2CCCO2)cc2c(=O)n3ccccc3nc21 (stereo not drawn)	0.2%	-0.6%	12.2%	60.2µM*	i	50.3	5.1%	0.7%	1.1	i
CC(=NCCCn1ccnc1)c1c(O)n(Cc2ccccc2)c(=O)[nH]c1=O	0.2%	-0.2%	5.0%	3.0%	i	56.3	-1.2%	-0.6%	1.1	3.0%
O=[N+]([O-])c1ccc(S(=O)(=O)NCCc2cn3ccccc3n2)cc1	0.1%	1.2%	0.4%	6.5%	i	31.5	4.5%	0.9%	1	-1.8%
CC(=O)Nc1ccc(C(=O)NNC(=O)c2ccc(Cl)cc2Cl)cc1	-0.2%	0.4%	x	x	i	36.4	x	0.0%	x	x
O=C(NCCCN1CCCC1=O)Nc1ccc(F)c(Cl)c1	0.3%	5.8%	5.8%	2.9%	i	28.5	1.0%	1.8%	1.1	5.9%
O=C(Oc1ccccc1)N1CCN(c2ccccc2F)CC1	-0.5%	-1.0%[50 µM]	x	x	i	27.0	x	2.3%	x	x
COC(=O)C(Cc1ccc(O)cc1)NC(=O)c1ccccc1 (stereo not drawn)	0.2%	1.3%	13.6%	4.7%	i	40.1	3.7%	x	1.1	6.9%
Cc1cc(C)nc(/N=C(\N)Nc2ccc(CC(=O)OC(C)C)cc2)n1	-2.0%	0.0%	x	x	i	51.8	x	8.7%	x	x
Cc1ccc(S(=O)(=O)N2CCOCC2)cc1NC(=O)c1cccc(S(=O)(=O)N2CCCC2)c1	-0.5%	-0.2%	1.8%	-0.4%	i	15.7	3.6%	2.5%	1.1	14.9%
C=CCN(CC=C)S(=O)(=O)c1ccc(NC(=O)COc2ccccc2OC)cc1	0.1%	3.2%	6.8%	2.4%	i	18.7	5.4%	-1.1%	1.1	5.9%
CC(=O)SC1CC2=CC(=O)CCC2(C)C2CCC3(C)C(CCC34CCC(=O)O4)C12 (stereo not drawn)	-0.5%	0.9%	x	3.4%	i	57.0	x	8.0%	0.7	3.9%
CCOC(=O)C1(Cc2ccccc2C)CCCN(S(=O)(=O)c2cccnc2)C1 (stereo not drawn)	-0.5%	-0.2%	5.4%	4.3%	i	61.8	6.2%	5.3%	1	2.3%
S=C(NCc1ccccc1)N1CCN(c2cccc(Cl)c2)CC1	-0.3%	1.4%	16.6%	5.1%	i	36.6	12.1%	19.2%	1.2	-0.1%
COC(=O)c1ccc(C(=O)OC)c(NC(=S)N2CCCCC2C)c1 (stereo not drawn)	-0.1%	2.1%[50 µM]	16.8%	0.5%	i	7.3	5.4%	1.2%	1.1	-75.2%
O=C(COc1ccccc1)NC(=S)Nc1ccc2c3c(cccc13)CC2	0.1%	1.2%[50 µM]	0.0%	9.1%	i	24.7	6.5%	0.8%	0.9	-6.3%
C/C(=N/NC(=O)c1cccnc1)C1=C(O)CC(C)(C)CC1=O	0.6%	-0.7%	-22.8%	-8.2%	i	65.5	-16.2%	0.1%	1	0.0%
COc1cc(CNCc2ccc3c(c2)OCO3)c([N+](=O)[O-])cc1OC	-0.9%	-2.2%	x	x	i	23.0	x	-0.1%	x	x
O=C(c1c[nH]c2ccccc12)N1CCN(c2ccccc2)CC1	-0.8%	4.5%	-0.6%	-0.6%	i	21.5	4.0%	0.2%	1.1	-1.9%
O=C(Oc1ccc([N+](=O)[O-])cc1)c1ccc(Cl)c(S(=O)(=O)N2CCCCC2)c1	-1.2%	x	-15.9%	0.4%	i	7.9	-14.3%	0.1%	1	-9.3%
O=c1oc(-c2ccccc2)nc2sc3c(c12)CCCC3	0.1%	5.1%	12.9%	-6.8%	i	56.3	3.7%	7.7%	1.1	5.9%

Structures listed so far that have two or more sulfur atoms (two):
SMILES	West Nile antiviral	K1F lysis inhibition	PMI inhibitors	M1AAP inhibition	T cell modulator	T cell modulator vesicle-bound %	human PMI inhibitors	RSV antiviral HEp-2	TNAP activators	M17LAP inhibition
CCN1C(=S)N[C@@H](c2cccs2)C(C(=O)OC)=C1C	-1.3%	1.4%	x	x	i	21.0	x	4.5%	x	x
Cc1ccc(S(=O)(=O)N2CCOCC2)cc1NC(=O)c1cccc(S(=O)(=O)N2CCCC2)c1	-0.5%	-0.2%	1.8%	-0.4%	i	15.7	3.6%	2.5%	1.1	14.9%

Remaining list, next part:
SMILES	West Nile antiviral	K1F lysis inhibition	PMI inhibitors	M1AAP inhibition	T cell modulator	T cell modulator vesicle-bound %	human PMI inhibitors	RSV antiviral HEp-2	TNAP activators	M17LAP inhibition
CCCCCCCCN1[C@@H](CC(=O)O)c2cc(C(F)(F)F)ccc2S1(=O)=O	-0.6%	1.1%	x	x	i	39.8	x	1.8%	x	x
CCN(CC)S(=O)(=O)c1cccc2cc(C(=O)O)c(O)cc12	0.5%	-0.2%	4.6%	14.8%	i	23.9	7.8%	0.8%	1.2	-44.8%
O=C(Nc1cccc(-c2cccc(Cl)c2)c1)C1CCN(C2CCC2)CC1	0.0%	0.6%	x	x	i	51.3	x	22.1%	x	x
COc1ccc(C(=O)O)cc1S(=O)(=O)NC(C)C	0.8%	0.1%	x	-5.5%	i	53.6	x	-0.3%	x	-21.5%
COc1ccc(-c2noc(CCC(=O)N3CCN(c4cccc(C(F)(F)F)c4)CC3)n2)cc1	1.2%	-0.2%	4.5%	2.3%	i	53.8	1.3%	2.2%	1	-5.5%
O=C(O)c1ccccc1Nc1cccc(C(F)(F)F)c1	x	-2.2%	-18.5%	0.7%	i	13.1	-12.1%	x	1.1	5.8%
COc1ccc(Nc2nc3ccc(C)cc3cc2C#N)c(OC)c1	-0.3%	0.7%	4.1%	12.6%	i	17.1	15.1%	1.3%	1	0.4%
O=C(O)c1ccccc1N=Cc1c(O)n(-c2nccs2)c(=O)c2ccccc12	0.6%	0.2%	x	15.7%	i	27.2	x	-0.8%	x	14.6%
Cc1ccc(C(=O)OCC(=O)c2c[nH]c3ccccc23)cc1S(=O)(=O)N1CCCCC1	-1.0%	1.0%[50 µM]	18.9%	-4.2%	i	44.8	19.4%	0.8%	1.1	7.5%
COc1cccc(CNC(=O)C2CCN(c3cnccn3)CC2)c1	-0.2%	0.3%	-6.6%	8.7%	i	52.2	-3.8%	2.7%	1	-5.8%
O=C1c2ccccc2C(=O)N1CCc1c[nH]c2ccccc12	0.2%	0.7%	20.1%	4.6%	i	24.3	21.2%	-0.8%	1	3.3%
O=C(CSc1nc2c(sc3ccccc32)c(=O)n1CCCN1CCOCC1)NC1CCCC1	0.0%	-0.2%	9.8%	2.2%	i	33.3	10.3%	-2.3%	1.2	7.0%
COC(=O)C1C/C(=N\NS(=O)(=O)c2ccc(C)cc2)c2sccc2C1 (stereo not drawn)	-0.3%	0.9%	3.4%	11.0%	i	44.7	-1.4%	3.0%	1.1	-0.7%
COc1cc(C#Cc2c(-c3ccccc3)n(C)c3ccccc23)cc(OC)c1	-0.7%	0.5%	x	x	i	41.6	x	4.5%	x	x
COc1ccccc1/C=C/C(=O)Nc1ccc(S(=O)(=O)Nc2cc(C)on2)cc1	-0.4%	-0.2%	x	x	i	19.3	x	1.8%	x	x
COc1ccc(NC(=O)c2cc(-c3ccco3)nc3ccccc23)cc1S(=O)(=O)N1CCOCC1	0.8%	-0.8%[50 µM]	x	9.5%	i	27.8	x	0.0%	x	-5.6%
CC(=O)Nc1cccc(NC(=O)c2cc(C)on2)c1	-0.2%	-1.2%	-7.6%	5.9%	i	27.3	-4.6%	1.5%	1.1	12.9%
COc1cc2c(c(OC)c1OC)CC(=O)N(C)CC2	0.3%	1.2%[50 µM]	8.1%	3.4%	i	4.6	7.9%	2.6%	1.1	-8.1%
CC(=O)Nc1nnc(-c2ccccn2)o1	-0.1%	0.7%	15.2%	-1.2%	i	44.9	8.1%	1.4%	1.1	8.3%
CCOCCCNC(=O)C1CC(=O)N(C2CCCC2)C1 (stereo not drawn)	0.2%	1.3%	18.5%	6.7%	i	9.9	16.2%	0.0%	1.1	3.2%
O=[N+]([O-])c1cc(/C=N/O)ccc1Sc1ccccc1	0.5%	-0.8%	16.8%	-1.2%	i	51.1	15.0%	4.2%	1	5.5%
CCN(CC)S(=O)(=O)c1ccc(N2CCOCC2)c(NC(=O)c2cc(C)cc(C)c2)c1	-0.2%	-0.3%[50 µM]	13.5%	-0.4%	i	6.4	3.8%	14.1%	1	-5.1%
c1cncc(-c2noc(-c3ccc4ccccc4c3)n2)c1	-0.7%	2.1%	x	x	i	48.4	x	21.8%	x	x
Cn1cnnc1SCC(=O)N(Cc1ccc2c(c1)OCO2)C1(C(=O)NC2CCCCC2)CCCC1	-0.5%	1.3%	10.5%	10.3%	i	46.6	12.2%	1.4%	1	4.0%
Cc1cc(C)cc(CSCC(=O)NN=C2CCCCCC2)c1	0.7%	3.6%	2.0%	8.5%	i	46.0	3.6%	0.8%	1	9.7%
COc1ccc(C(=O)O/N=C(\N)Cc2ccc(Cl)c(Cl)c2)cc1OC	-1.9%	3.9%	-2.6%	7.9%	i	39.0	-10.9%	-1.4%	1.1	-11.5%
Cc1ccccc1C(OCC(O)CN1CCCCC1CCO)c1ccccc1 (stereo not drawn)	0.1%	-2.5%	-10.0%	-4.6%	i	21.9	-11.3%	-0.9%	1.1	5.0%
CC(=O)Oc1cc2oc(=O)cc(C)c2cc1OC(C)=O	0.3%	-0.2%	0.6%	21.0%	i	53.8	55.7%*	-0.7%	0.5	-414.3%

Random excerpt: two entries already listed
SMILES	West Nile antiviral	K1F lysis inhibition	PMI inhibitors	M1AAP inhibition	T cell modulator	T cell modulator vesicle-bound %	human PMI inhibitors	RSV antiviral HEp-2	TNAP activators	M17LAP inhibition
CCN(CC)S(=O)(=O)c1cccc2cc(C(=O)O)c(O)cc12	0.5%	-0.2%	4.6%	14.8%	i	23.9	7.8%	0.8%	1.2	-44.8%
O=C(O)c1ccccc1Nc1cccc(C(F)(F)F)c1	x	-2.2%	-18.5%	0.7%	i	13.1	-12.1%	x	1.1	5.8%

Bioassay records deposited in PubChem BioAssay by several laboratories.

The order is random, and some 1.5% of all compounds hit somewhere here.
